Screening results as filed in PubChem.
IL-2 act: qHTS of IL-2 Activators. activation, % (series mostly up to about 46 µM). hit rate 0.065% among 360,000. AID 652025, 2013. IL-2 activation reporter assay, cell-based qHTS; stimulated with anti-CD3/CD4/CD28 beads; in transgenic mouse T cells; in the data active means activation above about 50%; inconclusive means mostly about 30% to 49%; further: 0% is about no effect
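Readout is EGFP and DsRed signal by fluorescent plate cytometry after 18 h at 37 degrees C. Transgenic mouse T cells (750/well) received compound for 60 min before bead stimulation (anti-CD3, anti-CD4, anti-CD28); memory T cells served as non-tolerant control.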
EPAC1 ag: qHTS for Agonist of cAMP-regulated guanine nucleotide exchange factor 3 (EPAC1): primary screen | Rap guanine nucleotide exchange factor 3 (Homo sapiens), O95398 | EPAC1 agonist qHTS, biochemical assay; response scale: 100% = response to 6.5 mM cAMP | Potency, µM (series often up to 154 µM), without a hit: at the top dose activation, usual class: activators | hit rate 0.073% among 360,000 | AID 720707, 2013; further: potency means the concentration at half of the fitted maximal effect; nearly all actives have a fitted effect of over 60% in size
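Fluorescent GDP-exchange assay: 100 nM EPAC1 with 250 nM Rap1B preloaded with BODIPY-GDP and 50 uM GDP; compounds tested as concentration series, 5 min at room temperature, then read every 5 min for 30 min (ex 480/em 540 nm); normalized to 6.5 mM cAMP.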
PTHR1 agonist: qHTS for PTHR1 Agonists: Primary Screen; Parathyroid hormone/parathyroid hormone-related peptide receptor (Homo sapiens), Q03431; Potency, µM (top dose mostly 115 µM), for the others: at the highest dose activation, hits mostly activators; HEK293 GP2 PTHR1 cells, GloSensor cAMP luminescence, 1 h; AID 743266, 2014; hit rate 0.075% among 410,000; further: potency means the concentration at half of the fitted maximal effect; nearly all actives have a fitted effect of over 55% in size; some results filed as inactive show a strong effect at the top dose; inactives centre near -15; many of its hits are not listed in these tables
Target sequence (Q03431 whole entry, looked up): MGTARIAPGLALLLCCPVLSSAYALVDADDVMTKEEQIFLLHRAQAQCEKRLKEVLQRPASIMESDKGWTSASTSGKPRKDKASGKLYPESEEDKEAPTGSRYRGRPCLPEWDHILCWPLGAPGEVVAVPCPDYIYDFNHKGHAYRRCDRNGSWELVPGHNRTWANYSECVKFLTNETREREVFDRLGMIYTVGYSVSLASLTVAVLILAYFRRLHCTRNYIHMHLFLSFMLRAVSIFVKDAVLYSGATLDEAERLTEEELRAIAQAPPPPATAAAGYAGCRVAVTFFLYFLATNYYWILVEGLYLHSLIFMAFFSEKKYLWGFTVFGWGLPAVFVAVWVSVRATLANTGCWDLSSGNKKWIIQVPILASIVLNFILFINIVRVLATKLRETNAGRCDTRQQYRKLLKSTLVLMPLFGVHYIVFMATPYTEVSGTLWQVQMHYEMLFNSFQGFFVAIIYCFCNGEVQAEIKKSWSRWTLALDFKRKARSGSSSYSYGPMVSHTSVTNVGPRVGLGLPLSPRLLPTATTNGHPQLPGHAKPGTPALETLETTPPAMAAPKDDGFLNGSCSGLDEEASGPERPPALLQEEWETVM
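HEK-293-derived GP2 cells expressing PTHR1 and a GloSensor cAMP reporter, 3,000/well, plated overnight, given luciferin plus IBMX (each 0.5 mM as added) for 1 h at 37 °C, then compound for 1 h at 37 °C. Luminescence was read after 15 min at room temperature.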
GLP1R ag: qHTS of GLP-1 Receptor Agonists | Glucagon-like peptide 1 receptor (Homo sapiens), P43220 | hit rate 0.007% among 380,000 | AID 624172, 2012 | Potency, µM (series often up to 45.6 µM), inactives show at the top dose activation, usual class: activators | HEK293 GLP-1R CRE-luciferase, luminescence, 4-6 h; cells express a hypersensitive GLP-1R form; further: potency means the concentration at half of the fitted maximal effect; % of control where 0% means no effect
Target sequence (P43220 whole entry, looked up): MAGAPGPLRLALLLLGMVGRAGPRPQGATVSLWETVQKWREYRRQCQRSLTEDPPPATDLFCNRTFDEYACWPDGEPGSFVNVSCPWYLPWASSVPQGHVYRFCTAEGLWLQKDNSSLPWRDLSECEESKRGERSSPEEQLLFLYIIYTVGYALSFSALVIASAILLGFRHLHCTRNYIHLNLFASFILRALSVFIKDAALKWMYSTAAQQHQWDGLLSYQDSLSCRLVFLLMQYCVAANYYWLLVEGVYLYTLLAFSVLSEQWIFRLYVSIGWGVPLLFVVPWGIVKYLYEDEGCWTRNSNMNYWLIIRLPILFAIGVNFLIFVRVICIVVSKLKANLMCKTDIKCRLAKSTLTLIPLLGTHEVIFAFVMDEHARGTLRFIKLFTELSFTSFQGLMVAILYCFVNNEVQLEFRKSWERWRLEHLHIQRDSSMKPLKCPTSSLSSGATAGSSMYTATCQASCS
GLP1R inv ag: qHTS of GLP-1 Receptor Inverse Agonists (Inhibition Mode) | hit rate 1.6% among 410,000 | Glucagon-like peptide 1 receptor (Homo sapiens), P43220 | Potency, µM (top dose mostly 38.3 µM), for the others: top-dose activity change, negative = inhibition, hits mostly inhibitors | HEK293 GLP-1R CRE-luciferase, luminescence, 24 h; GLP-1R form is constitutively active | AID 624417, 2012; further: potency means the concentration at half of the fitted maximal effect; on the % scale 0 is the no-effect control and ±100 the full control effect; nearly all actives have a fitted effect of over 55% in size
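qHTS in 1536-well format: reporter HEK293 cells expressing constitutive GLP-1R activity in DMEM + 10% Nu serum, 24 hr with compounds at 37 deg C, luminescence read after 12 min with detection reagent.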
PLK1 PBD block: qHTS for Inhibitors of PLK1-PDB (polo-like kinase 1 - polo-box domain): Primary Screen | hit rate 2.8% among 360,000 | Plk1 PBD binding of FITC phosphopeptide, fluorescence polarization | Serine/threonine-protein kinase PLK1 (Homo sapiens), P53350 | Potency, µM, for inactives: max response, negative = inhibition, most hits filed as inhibitors | AID 720504, 2013; further: potency means the concentration at half of the fitted maximal effect; series mostly up to about 57 µM; on the % scale 0 is the no-effect control and ±100 the full control effect; nearly all actives have a fitted effect of over 65% in size
PI5P4K alpha inh: qHTS for Inhibitors of phosphatidylinositol 5-phosphate 4-kinase (PI5P4K); PI5P4Kalpha enzyme, ADP-Glo luminescence, 60 min; stronger effect = lower value; max response, %; hit rate 1.2% among 330,000; active means max response of -50% or lower; inconclusive means between -30% and -50%; inactive means -30% or higher; further: value at the top dose of about 77 µM; on the % scale 0 is the no-effect control and ±100 the full control effect
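Controls without substrate or without enzyme flank wells where PI5P4Kalpha converts substrate using 5 microM ATP (final). Incubation lasts 60 minutes at room temperature; ADP formed is read by ADP-Glo luminescence.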
HEK293 tox: qHTS of GLP-1 Receptor Inverse Agonists: Cytotox Screen. Potency, µM (highest dose often 38.3 µM), without a hit: at the top dose activity change, negative = inhibition, usual class: inhibitors. HEK293 cAMP-luciferase reporter cells, luminescence, 24 h. hit rate 0.13% among 410,000. AID 624418, 2012;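 further: loss of luciferase light is scored as toxicity; potency means the concentration at half of the fitted maximal effect; on the % scale 0 is the no-effect control and ±100 the full control effect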
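Seeding density was 200 cells/uL; after overnight-length (12 h) culture, 23 nL compounds went on for 24 h at 37 °C. Readout used a luciferase detection reagent, luminescence taken after 12 min at room temperature.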
EPAC1 antag: qHTS for Antagonist of cAMP-regulated guanine nucleotide exchange factor 3 (EPAC1): primary screen; Rap guanine nucleotide exchange factor 3 (Homo sapiens), O95398; EPAC1 GEF assay, Rap1b-BODIPY-GDP exchange fluorescence; Potency, µM (highest dose often 115 µM), for inactives: at the highest dose activity change, negative = inhibition, actives largely listed as inhibitors; hit rate 0.14% among 360,000; AID 720709, 2013;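 further: potency means the concentration at half of the fitted maximal effect; plate controls were vehicle for no effect and positive control for full effect; nearly all actives have a fitted effect of over 50% in size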
Numbers without * were called inactive; i = inactive; ? = inconclusive; / = not tested or not shown; [ ] = another dose, or the depositor's remark. Unless noted, the call rests on the fitted dose curve; in most records, active means well fitted curve in the direction sought with a large enough effect; inconclusive means small, poorly fitted or top-dose-only effect, or another doubt; inactive means no such curve, though single readings can be large; an effect the other way counts as inactive or inconclusive.

Every second line gives: EPAC1 antag | EPAC1 ag | HEK293 tox | GLP1R ag | GLP1R inv ag | PTHR1 agonist | PLK1 PBD block | PI5P4K alpha inh | IL-2 act
CCSc1ccc2cc(OC)ccc2[n+]1CC
 : -1% | 9% | 0% | 3% | 6% | -4% | -17% | 1 | -1.1
CCOC(=O)c1[nH]ncc1[C@@H]1C[C@H]2CN(Cc3cccc(Cl)c3)C(=O)[C@]23CCCN13
 : 1% | 4% | -15% | -1% | ? | -40%[inhibitor] | -20% | 1 | 0.6
O=c1[nH]c(=O)c2cc3ccccc3nc2[nH]1
 : 7% | -6% | -3% | 3% | 25% | i | -3% | 1 | -0.6
O=Cc1cccn1-c1ccc2ccccc2c1
 : -10% | -4% | -1% | -1% | -18% | -12% | -2% | 0 | 1.5
COc1cccc2c1nc(C)c1cc(C)oc12
 : 5% | -6% | -11% | 26% | 19% | -6%[57.5 µM] | -4% | 4 | -0.5
O=C1c2ccccc2C(=O)N1CCOc1cccc(Br)c1
 : -4% | 7% | 0% | 2% | -28% | i | 2% | 10 | 6.9
CN(Cc1ccccc1)C(=O)COC(=O)C1CCN(S(=O)(=O)c2cccs2)CC1
 : -24% | 8% | -13% | 8% | -3% | i | -8% | 0 | 0.0
CC1CCCCC1NC(=O)CCn1c(=O)sc2ccccc21 (configuration not stated)
 : -20% | -6% | 1% | 11% | 6% | i | 5% | -5 | 1.2
CCOc1ccc(CCNC(=O)COC(=O)c2cc(=O)[nH]c3ccccc23)cc1OCC
 : 9% | 7% | -8% | 17% | 39%[activator] | i | -6% | 6 | -4.6
COc1ccccc1NC(=O)CC(NC1CCCCC1)C(=O)O (configuration not stated)
 : 11% | 4% | -20% | -14% | 10% | -18% | 2% | 13 | 0.6
CC(=O)/C(C(=N)N1CCN(C(c2ccccc2)c2ccccc2)CC1)=C(\C)O
 : 1% | -9% | 3% | 0% | -17% | i | -10% | 2 | 0.9
COc1ccc(CNC(=O)C2CCCN2C(=O)NCc2ccccc2)cc1 (configuration not stated)
 : -1% | -1% | 5% | -5% | 8% | -22% | 1% | 7 | 2.3
COc1ccc(NC(=O)NC2(C(=O)N3CCCC(C)C3)CCCCC2)cc1 (configuration not stated)
 : 7% | -1% | 17% | -2% | 6% | i | -1% | 3 | 0.7
CN(C)c1ccc(-c2ccnc3c2CC(C)(C(=O)Nc2cccc(Oc4ccccc4)c2)O3)cc1 (configuration not stated)
 : 0% | 6% | -15% | 1% | ? | 17% | 4% | 14 | 0.0
Cc1cc(-c2ccccc2)[nH]c(=O)c1S(=O)(=O)c1ccc(Cl)cc1
 : -20% | 3% | 14% | -9% | 4% | -24% | -6% | 2 | 0.9
Cc1ccc2[nH]c(=O)c(CN(Cc3cccs3)C(=S)NCC3CCCO3)cc2c1 (configuration not stated)
 : -20% | -9% | -9% | 22% | -19% | i | -1% | 10 | -0.1
Cc1ccccc1NC(=O)C1(NC(=O)c2cccc(N3C(=O)CSC3c3ccccc3)c2)CCCCC1 (configuration not stated)
 : -10% | 16% | 2% | -14% | ? | -34%[inhibitor] | -14% | 0 | -1.1
Cc1cccc(CCN(CC(=O)NC2CCCCC2)C(=O)c2csnn2)c1
 : 9% | 0% | -5% | 9% | -10% | -20% | -10% | 2 | -0.2
Cc1ccccc1/C(N)=N/O
 : 2% | 7% | -1% | -28% | 0% | i | 2% | 1 | 1.7
CC(C)(C)n1nnnc1C(c1cccnc1)N1CCN(c2cccc(C(F)(F)F)c2)CC1 (configuration not stated)
 : -5% | -9% | -36% | 10% | ? | i | -8% | 10 | 1.2

Single records, from the list above:
Shown for Cc1cccc(CCN(CC(=O)NC2CCCCC2)C(=O)c2csnn2)c1 = EPAC1 antag = 9%; EPAC1 ag = 0%; HEK293 tox = -5%; GLP1R ag = 9%; GLP1R inv ag = -10%; PTHR1 agonist = -20%; PLK1 PBD block = -10%; PI5P4K alpha inh = 2; IL-2 act = -0.2
Shown for CN(Cc1ccccc1)C(=O)COC(=O)C1CCN(S(=O)(=O)c2cccs2)CC1 = EPAC1 antag = -24%; EPAC1 ag = 8%; HEK293 tox = -13%; GLP1R ag = 8%; GLP1R inv ag = -3%; PTHR1 agonist = i; PLK1 PBD block = -8%; PI5P4K alpha inh = 0; IL-2 act = 0.0
Shown for COc1ccc(NC(=O)NC2(C(=O)N3CCCC(C)C3)CCCCC2)cc1 (configuration not stated) = EPAC1 antag = 7%; EPAC1 ag = -1%; HEK293 tox = 17%; GLP1R ag = -2%; GLP1R inv ag = 6%; PTHR1 agonist = i; PLK1 PBD block = -1%; PI5P4K alpha inh = 3; IL-2 act = 0.7

Other results.
Every second line gives: EPAC1 antag | EPAC1 ag | HEK293 tox | GLP1R ag | GLP1R inv ag | PTHR1 agonist | PLK1 PBD block | PI5P4K alpha inh | IL-2 act
Cc1ccccc1NC(=S)N(CCCN1CCOCC1)Cc1cccs1
 : 6% | -3% | 18% | 1% | 3% | i | -8% | 2 | -0.3
CCOC(=O)C1CC2=C(CCCC2=O)NC1=O (configuration not stated)
 : 0% | -1% | -1% | -1% | 17% | -18% | -13% | 1 | -0.2
CCCN1CCN(CC2=C(C(=O)OCC)C(c3ccc(Cl)cc3)NC(=O)N2)CC1 (configuration not stated)
 : / | / | -13% | 0% | 7% | -2% | / | / | /
COc1ccc(Cl)cc1NC(=O)CN(C)C(=O)c1cc2c(F)cccc2s1
 : -9% | -4% | -23% | -4% | ? | -31%[inhibitor] | 1% | 4 | 1.2
COc1ccc(Cl)cc1Nc1nc(C)nc2c1nnn2Cc1ccccc1
 : 10% | -5% | -5% | 13% | 1% | -3% | 7% | 19 | -3.0
Cc1cc(F)ccc1C(O)c1ncc(-c2ccc(Oc3ccccc3)cc2)[nH]1 (configuration not stated)
 : -14% | -11% | -28% | 3% | ? | -13% | 0% | -15 | -0.7
Cc1cc(C)cc(-n2ccn3c(CC(C)(C)CC(=O)O)nnc3c2=O)c1
 : / | / | 9% | -3% | 2% | -10% | / | / | /
COc1ccc(CNC(=O)CN2C(=O)NC3(CCCc4sccc43)C2=O)cc1 (configuration not stated)
 : 1% | 2% | -7% | -10% | -24% | i | 4% | -1 | 1.7
CCN(CC)S(=O)(=O)c1ccc(OC(C)C)nc1
 : -1% | 7% | 3% | 17% | 2% | i | -1% | / | -2.7
COc1ccc(C(=O)NCC(=O)OCc2ccc(Br)cc2)cc1
 : -5% | -9% | -8% | 8% | 21% | i | -2% | 0 | 2.0
Cc1cc(C)n2nc(SCc3nnc(-c4cccs4)o3)nc2n1
 : 27% | 2% | -10% | 0% | -11% | -4% | 0% | 1 | -3.0
Cc1sc2nc3ccc(N4CCCCC4)nn3c(=O)c2c1C
 : -22% | -12% | 40%[activator] | 8% | 7% | -17% | ? | -1 | 1.4
Cc1ccc(S(=O)(=O)NCCCCCC(=O)Nc2cccc(C)c2)cc1
 : -13% | 8% | -11% | 0% | ? | i | -14% | 8 | 0.2
Cc1noc(NS(=O)(=O)c2ccc(NC(=O)c3ccc(N4C(=O)c5ccccc5C4=O)cc3)cc2)c1C
 : 0% | 7% | -1% | 0% | -12% | -9% | -26% | -2 | -1.4
CCOC(=O)c1ccc(N2C(=O)c3n[nH]c(C)c3C2c2ccc(C(C)(C)C)cc2)cc1 (configuration not stated)
 : / | / | -1% | 0% | 2% | -1% | / | / | /
Cc1ccc(S(=O)(=O)Nc2cc(-c3nn(C)c(=O)c4ccccc34)ccc2N2CCOCC2)cc1
 : -3% | 13% | ? | 20% | -14% | -4% | -8% | / | -0.1
CCOC(=O)c1c(C)noc1CP(=O)(c1ccccc1)c1ccccc1
 : 5% | -4% | -13% | 0% | 18% | i | 4% | 2 | -0.4
Cc1ccc(N2C(=O)C(CN3CCOCC3)C2c2ccccc2)cc1 (configuration not stated)
 : -4% | 1% | 0% | 20% | ? | i | -3% | 3 | -3.9
Clc1ccc(OCCn2cnc(Cl)c2Cl)cc1
 : -4% | 0% | 2% | 6% | ? | i | -1% | 10 | -2.6
O=C(O)c1nn(CC(=O)N2CCCCCC2)c(=O)c2ccccc12
 : 6% | 10% | -2%[0.307 µM] | -5% | 3%[0.307 µM] | i | -6% | 3 | -0.5
COc1ccc(S(=O)(=O)NCC2CCCN(C(=O)CC3CCCC3)C2)cc1 (configuration not stated)
 : -9% | -9% | -8% | 5% | -26% | i | -11% | -1 | 0.5
OC[C@H]1OC(O)[C@H](O)[C@@H]1O (some centres not stated)
 : 0% | 11% | 2% | 12% | 3% | -14% | -3% | 0 | 0.3
Cc1ccc(N=Nc2c(O)ccc3n[nH]nc23)cc1
 : -8% | -16% | ? | 3% | 9% | -17% | 0% | -60* | -5.1
OC(c1nnc(-c2ccccc2)o1)c1cccs1 (configuration not stated)
 : -1% | 3% | -23% | 8% | 14% | i | 3% | -3 | 0.1
CC(C)(C)SC(=O)CC1NS(=O)(=O)OCC1NC(=O)OCC(Cl)(Cl)Cl (configuration not stated)
 : -15% | -9% | 2% | 7% | ? | -34%[inhibitor] | -1% | -2 | 0.0

Some of the compounds tested (hit frequency here may not be typical).
